Compound activity as filed in PubChem BioAssay.
RNase H inhibition – RNase H inhibition, HIV 1 Gag Pol polyprotein, FRET biochemical assay, screening (AID 372) | 100,000 compounds, 0.77% hits | HIV-1 RT RNase H, FRET RNA/DNA substrate fluorescence; higher % means a stronger effect | inhibition, % at 10 µM; hits with a dose series show IC50 in µM; in the data active means inhibition above about 50%
An asterisk follows results filed as active.

structure | RNase H inhibition
CC(Oc1ccc(Cl)cc1Cl)C(=O)Nc1nc(-c2ccc(F)cc2)cs1 (centres undefined) | 5%
Cc1ccc(Cl)cc1-c1ccc(C=Nc2ccc(N3CCOCC3)cc2)o1 | 19%
CCN(CC)c1ccc(C=Nn2c(-c3ccc(Cl)cc3)n[nH]c2=S)c(O)c1 | 11%
O=C1/C(=C\Nc2ccc3c(c2)OCO3)CCc2ccccc21 | 20%
O=C(CCCOc1ccccc1)Nc1ccccc1 | 2%
COc1ccc(-n2nc3cc(C)c(NC(=O)c4cc5ccccc5cc4OC)cc3n2)cc1 | 3%
CCCc1ccc(OCC(=O)N/N=C\c2cc(OC)ccc2O)cc1 | 18%
CCOC(=O)CSc1cc(C)nc2ccccc12 | 0%
CCOC(=O)C1=C(O)/C(=C\c2ccc3c(c2)OCO3)SC1=Nc1ccccc1 | 0%
Cc1ccc(C(=O)Nc2ccccc2C(=O)NCCO)cc1 | 2%
O=C(O)CN1C(=O)S/C(=C/C(Cl)=C/c2ccc([N+](=O)[O-])cc2)C1=O | 0%
O=C1NC(=O)N(Cc2ccco2)C(=O)/C1=C/c1ccc(OCCOc2ccccc2)cc1 | 13%
N#Cc1c(-c2ccccc2)cc(-c2ccccc2Cl)c(C#N)c1N | 16%
Cc1cc(OCc2nc(-c3ccc([N+](=O)[O-])cc3)no2)ccc1Cl | 12%
COC(=O)c1c(C)oc2ccc(OC(=O)c3ccc(Br)cc3)cc12 | 0%
COc1ccc(N(CC(=O)Nc2c(C)n(C)n(-c3ccccc3)c2=O)S(C)(=O)=O)cc1Cl | 21%
O=C(COc1ccc([N+](=O)[O-])cc1)NC(Cc1ccc(Cl)cc1)C(=O)O (centres undefined) | 0%
COc1ccc(C2C(C(C)=O)=C(O)C(=O)N2c2ccccn2)cc1 (centres undefined) | 14%
O=C(O)c1cc(C23CC4CC(CC(C4)C2)C3)nc2ccccc12 | 11%
Cc1ccc(SCC(=O)Nc2ccc(C)c(Cl)c2)cc1 | 5%
Cc1ccc2cccc(SCC(=O)c3ccc(Br)cc3)c2n1 | 5%
COc1ccc(CN2CCN(S(C)(=O)=O)CC2)c(OC)c1 | 1%
COc1cc([N+](=O)[O-])ccc1-c1ccc(/C=C(/C#N)C(=O)Nc2cccc(C)c2)o1 | 8%
CCOC(=O)c1sc(NC(=O)c2ccc(OCC)c(Cl)c2)nc1C | 37%
O=C(O)Cc1nonc1NCNc1nonc1CC(=O)O | 7%
Cc1ccccc1OCCSc1ncnc2nc[nH]c12 | 17%
CC(=O)c1c(C(C)=O)c(C)n(-c2cc(C)cc(C)c2)c1C | 0%
Cc1ccc2nc(-c3ccc(Cl)c(NC(=O)COc4ccc(Br)cc4)c3)oc2c1 | 1%
CCC1=NN(C(=O)COc2ccccc2)C(O)(c2ccncc2)C1 (centres undefined) | 4%
COc1ccc(C(=O)Nc2c(C)ccc3nsnc23)cc1[N+](=O)[O-] | 6%
Oc1ccc2ccccc2c1/C=N/Nc1nncc(-c2ccccc2)n1 | 0%
CN(Cc1ccccc1)Cc1cc(Br)ccc1O | 19%
Cc1ccc(C(C)C)c(OCC(O)Cn2cnc3ccccc32)c1 (centres undefined) | 15%
COc1ccc([N+](=O)[O-])cc1N=Cc1ccc(SC)cc1 | 5%
Cc1ccc(-c2cc(NC(=O)c3ccc(Cl)cc3Cl)n[nH]2)cc1 | 20%
CCCCNCCCCCCOc1ccccc1CC | 14%
Cc1sc2nc(SCC(=O)NCCCn3ccnc3)[nH]c(=O)c2c1C | 5%
O=C(Oc1ccc(-c2ccccc2)cc1)c1ccccc1[N+](=O)[O-] | 14%
COc1ccc(C(=O)Nc2cccc(C(F)(F)F)c2)c(OC)c1 | 3%
C=CCN1C(=O)/C(=C\c2ccc(-c3ccc(C)cc3Br)o2)C(=O)NC1=S | 24%
O=C(COc1ccccc1)Nc1ccc(-c2nc3cc(Cl)ccc3o2)cc1 | 23%
COc1ccc(C(=O)c2nc3c(n2O)CCCCC3)cc1 | 11%
COc1cc(NC(=O)c2cccc(C)c2)cc(OC)c1 | 3%
CCOc1ccc(C(=O)Nc2ccc(C)cc2[N+](=O)[O-])cc1Br | 15%
Nc1nc2nonc2nc1NC1C2CC3CC(C2)CC1C3 (centres undefined) | 0%
O=C(Nc1ccc(F)c([N+](=O)[O-])c1)c1cccc2c(Br)cccc12 | 7%
CC(C(=O)O)N1C(=O)/C(=C/c2ccc(Cl)cc2Cl)SC1=S (centres undefined) | 9%
CN(C)c1ccc(/C=[N+](\[O-])C2(C)CCCCC2=O)cc1 (centres undefined) | 0%
CCOC(=O)c1c(CN(C)C)n(C)c2cc(Br)c(O)cc12 | 5%
Cc1ccccc1N1CCN(Cc2c(C)[nH]c3ccccc23)CC1 | 10%
CC1(C)CC(N(Cc2ccccc2)C(=O)Cc2ccccc2)CCO1 (centres undefined) | 6%
O=C(Oc1ccc(Cl)cc1)c1cccc(S(=O)(=O)N2CCOCC2)c1 | 0%
COc1ccc(OC)c(NC(=O)CN(c2ccccc2Cl)S(C)(=O)=O)c1 | 15%
CC(=O)c1c(C)nc(-c2ccc(Cl)cc2)nc1NC(=O)c1ccccc1 | 59%*
CCC(=O)Nc1ccc(NC(=O)COc2ccccc2)cc1 | 0%
O=C(CN1C(=O)S/C(=C/c2ccccc2F)C1=O)Nc1ccc(O)cc1 | 4%
Cc1cc(OCC(O)CN2CCN(C)CC2)cc(C)c1Cl (centres undefined) | 5%
Cc1ccc(C)c(NC(=O)COc2c(C)cc(Cl)cc2Cl)c1 | 6%
O=C(O)CCSc1nc2ccc(N3C(=O)c4ccccc4C3=O)cc2s1 | 15%
Clc1ccc(N2CCN(/N=C\c3cccs3)CC2)cc1 | 0%

(list continues)
structure | RNase H inhibition
CC(=O)N1N=C2CC(C)(C)OCC2C1c1ccccc1 (centres undefined) | 10%
O=c1oc2cc([N+](=O)[O-])ccc2nc1/C=C(O)/C=C\c1ccccc1 | 15%
CC1CCCCC1N=CC1=C(O)CC(C)(C)CC1=O (centres undefined) | 1%
CCCCN(/C=C/C(=O)c1ccccc1)S(=O)(=O)c1ccccc1 | 21%
Cc1ccccc1-n1nnnc1C(c1ccccc1)N(C)Cc1cccc(Cl)c1Cl (centres undefined) | 11%
CCOc1ccc(-c2cc(C)n3nc(C(=O)Nc4cc(C)ccc4O)cc3n2)cc1 | 16%
Cc1ccccc1NCC(=O)N/N=C\c1ccc([N+](=O)[O-])s1 | 1%
O=c1[nH]c2ccc(Cl)cc2c(-c2ccccc2)c1Sc1nc2ccccc2[nH]1 | 23%
CC(=O)NC12CC3CCC(CC(C3)C1)C2 | 5%
CSc1ccc(/C=C(/NC(=O)c2ccccc2)C(=O)NCc2ccco2)cc1 | 16%
C=C(C)CSC1=C(C#N)C(c2ccc(OC)c(OCc3ccccc3)c2)CC(=O)N1 (centres undefined) | 15%
O=C(NN=C1c2ccccc2-c2ccccc21)c1cc(Br)ccc1O | 10%
CN(C)/C=C1\N=C(c2cccc(Cl)c2)OC1=O | 10%
CCCCCCCCC(=O)N/N=C/c1cc(Br)ccc1OC | 15%
Cc1cc(NC(=O)c2cc3ccccc3o2)ccc1NC(=O)c1ccccc1 | 6%
CCCCCC(=O)N/N=C/c1ccc(N(CCC)CCC)cc1 | 17%
CC1(C)CC2(CCCN(Cc3nc4c(c(=O)[nH]3)C3(CCCCC3)Cc3ccccc3-4)C2)CCO1 (centres undefined) | 6%
N#Cc1c2c(c(NCCCO)n3c1nc1ccccc13)CCC2 | 0%
COc1cc([N+](=O)[O-])ccc1NC(=O)/C=C/c1ccc(OC)c(OC)c1 | 0%
O=C(Nc1ccc(Cl)c(C(=O)c2ccccc2)c1)c1cccc([N+](=O)[O-])c1 | 23%
CC1=C(C(=O)c2ccccc2)C(c2cccc([N+](=O)[O-])c2)NC(=O)N1 (centres undefined) | 0%
O=S(=O)(Nc1cccc(I)c1)c1ccc(Cl)cc1 | 8%
O=C1C2C3C=CC(CC3)C2C(=O)N1/N=C/c1ccc(I)o1 (centres undefined) | 3%
CC(=O)Nc1ccc(NC(=O)c2ccccc2I)cc1 | 0%
O=S1(=O)CCC(NC(=S)N=Nc2c(O)[nH]c3ccccc23)C1 (centres undefined) | 5%
COc1ccc(OC)c(CN2CCN(Cc3ccc(Br)cc3)CC2)c1 | 9%
O=C(N1CCN(c2ccc(F)cc2)CC1)C12CC3CC(CC(C3)C1)C2 | 20%
CN(C)c1ccc(/C=C2\C(=O)NC(=O)N(c3ccc(Cl)cc3)C2=O)cc1[N+](=O)[O-] | 15%
O=C(Nc1ccc2nn(-c3ccc(F)cc3)nc2c1)c1ccncc1 | 16%
CN(C)c1ccc2c(c1)C(=O)c1ccccc1C2=O | 3%
N#C/C(=C/c1ccc(-c2ccccc2)cc1)c1nc(-c2ccc(Cl)cc2)cs1 | 9%
NN1C(=O)c2cccc3c(N4CCOCC4)ccc(c23)C1=O | 5%
CCOC(=O)/C(=C/c1ccc(F)cc1)NC(=O)c1ccccc1 | 6%
CCOC(=O)c1ccc(NCc2nc3ccccc3n2Cc2ccccc2)cc1 | 15%
Cc1ccc(SC(CC(=O)O)c2ccccc2)cc1 (centres undefined) | 0%
Cc1ccccc1N=C1NC(=O)CS1 | 10%
Cc1cccc(C)c1OCCn1cc(/C=C2\SC(=S)N(C)C2=O)c2ccccc21 | 21%
O=[N+]([O-])c1ccccc1/C=N/n1cnnc1 | 4%
CCOC(=O)c1c(C)oc2cc(Br)c(OC(=O)c3ccc([N+](=O)[O-])cc3)cc12 | 0%
COc1cc(C=Nc2cc(Cl)ccc2O)ccc1O | 8%
CCOc1ccc(C(=O)Nc2ccc3oc(-c4ccc(Br)c(C)c4)nc3c2)cc1[N+](=O)[O-] | 44%
COc1ccccc1NC(=O)C1CC1(c1cccc(C)c1)c1cccc(C)c1 (centres undefined) | 17%
CC(=O)OCCN1C(=O)c2ccc(S(=O)(=O)c3ccc4c(c3)C(=O)N(CCOC(C)=O)C4=O)cc2C1=O | 1%
O=[N+]([O-])c1ccc(S(=O)(=O)NCc2ccc3c(c2)OCO3)cc1 | 15%
O=C(COc1ccc(Cl)cc1Cl)N/N=C/C1CC=CCC1 (centres undefined) | 10%
O=C(Nc1ccccc1F)c1ccc(CSc2ccc(Cl)cc2)cc1 | 7%
O=C(/C=C/c1ccc(-c2ccccc2[N+](=O)[O-])o1)Nc1ccc(-c2nc3ccccc3o2)cc1 | 45%
Cc1cc(NC(=O)c2ccc(Cl)cc2)ccc1-c1cc2ccccc2oc1=O | 24%
CCC(C)OC(=O)C1=C(C)NC2=C(C(=O)CC(c3ccc(Cl)cc3)C2)C1c1cc(Br)c(O)c(OC)c1 (centres undefined) | 21%
Cc1ccc([N+](=O)[O-])cc1N=Cc1ccc(Cl)cc1Cl | 13%
O=[N+]([O-])c1ccc(-c2ccc(/C=N/n3cnnc3)o2)cc1 | 12%
O=C(Nc1ccc(Cl)cc1Cl)c1ccc(N2C(=O)c3ccccc3C2=O)cc1 | 21%
CCN(CC)c1ccc(NC(=O)COc2ccc(C)cc2C)cc1 | 28%
COc1ccc(CNC(=O)C2CCN(Cc3cccc(OC)c3OC)CC2)cc1 | 9%
O=C(COc1cc(Cl)c(Cl)cc1Cl)N/N=C/c1cccnc1 | 10%
CCc1ccc(-c2csc(-c3cc4cccc(OC)c4oc3=O)n2)cc1 | 8%
O=C(NN=C1CCCCC1)c1cccnc1 | 1%
Cc1ccc2oc(-c3cc(NC(=O)C(C)C)ccc3O)nc2c1 | 15%
Brc1ccc(C2N(c3ccccc3)CCN2c2ccccc2)s1 | 14%
C/C(=N\NC(=O)c1ccc(N(C)C)cc1)c1cccnc1 | 1%

(more compounds)
structure | RNase H inhibition
COC(CNS(=O)(=O)c1ccccc1)c1ccccc1 (centres undefined) | 0%
COc1ccc(N(CC(=O)Nc2ccc(OC)cc2OC)S(=O)(=O)c2ccccc2)cc1 | 5%
O=[N+]([O-])c1ccc(N/N=C/c2cc(Cl)ccc2O)cc1 | 47%
Cc1ccc(NC(=O)C(=O)NCCN2CCOCC2)c(C)c1 | 0%
COc1cccc(OC)c1OCCCCCOc1ncnc2ccccc12 | 35%
CC(=O)C1=C(O)C(=O)N(c2nc3ccccc3s2)C1c1ccccc1F (centres undefined) | 5%
O=C(CCN1C(=O)/C(=C\c2cccs2)SC1=S)Nc1ccc2ccccc2c1 | 24%
Cc1cc2nc(SCc3ccccc3)nc(C)c2cc1C | 15%
O=C(/C=C/c1ccc(-c2ccc([N+](=O)[O-])cc2)o1)c1ccco1 | 6%
O=C1c2ccccc2C(=O)N1CCCCN(C(=O)c1ccc(Cl)s1)c1ccc(F)cc1F | 24%
Cc1ccccc1NC(=O)/C(C#N)=C\c1cc(C)n(-c2ccc(C(=O)O)cc2)c1C | 5%
CC(=O)Nc1ccc(S(=O)(=O)NNC(=O)CCC(=O)Nc2ccc(C)cc2C)cc1 | 4%
Cc1cc([N+](=O)[O-])ccc1NCc1cccc([N+](=O)[O-])c1 | 10%
Clc1ccc(-c2nc(-c3ccncc3)no2)c(Cl)c1 | 40%
CCOC(=O)c1oc2cccc(O)c2c1CNCc1ccccc1 | 0%

A portion of the library. The share of hits here may be higher or lower than overall.
